# SENP8 block-1: SENP8 protease inhibition. Q96LD8. purified SENP8, Z-RLRGG-aminoluciferin cleavage, luminescence. inhibition, % at 10 µM. hit rate 1.2% among 330,000. AID 2540; in the data active = inhibition above about 50%
# SENP7 inh: inhibitors of human SENP7 protease; inhibition, % at 5 µM; hit rate 1.5% among 330,000; Q9BQF6; AID 434973; recombinant SENP7, Z-RLRGG-aminoluciferin luminescence, 40 min;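 active = inhibition above about 50% at the single test dose, limit read from the data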;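 note: plate controls were DMSO with enzyme for no effect and no enzyme buffer wells for full effect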
# Apaf1 inhib: blocks human Apaf-1 apoptosome activity; hit rate 0.71% among 330,000; reconstituted apoptosome caspase-3 activity, DEVD-Rh110 fluorescence; O14727; inhibition, % at 20 µM; AID 489030; active = inhibition of at least 40% at 20 µM;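 note: plate controls were DMSO wells for no effect and DEVD-CHO caspase inhibitor wells for full effect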
#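 System – cell-free apoptosome with Apaf-1, procaspase-3 and caspase-9 · Buffer or medium – pH 7.5 Hepes buffer with CHAPS, BSA, DTT · Also added – cytochrome c with DEVD-Rh110 · Times – 30 min compound preincubation, 50 min activation, room temperature · Technique – Rh110 fluorescence intensity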
# PfGluPho inh: PfG6PD (Plasmodium falciparum) enzyme inhibition; PfGluPho enzyme, NADPH resazurin-diaphorase fluorescence; inhibition, % at 20 µM; hit rate 0.78% among 350,000; AID 504690;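 active = inhibition reaching at least a set limit at 20 µM in the primary screen, cut at about 59% in these data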;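 note: 0% = DMSO wells with substrate and 100% = DMSO wells lacking glucose-6-phosphate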
# SENP1 inh: inhibitors of human SENP1 SUMO protease catalytic domain; recombinant SENP1 catalytic domain, CyPet-SUMO1-YPet FRET cleavage; inhibition, % at 10 µM; hit rate 0.21% among 360,000; AID 624204;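 active = inhibition at least 30% at 10 µM, raw YFP signal under a set limit, fluorescence ratio 0.5 to 1.5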;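 note: 0% = enzyme with DMSO and 100% = no enzyme wells; some results filed as inactive read as strong as hits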
#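 system = hSENP1 catalytic domain, recombinant | reagent = SFCypet-SUMO1-SFYpet substrate at 25 nM | doses = one dose per compound, 10 µM, 0.5% DMSO | incubation = enzyme reaction for 50 min at room temperature, dark | measured by = FRET, CFP and YFP emission | controls = no-enzyme low, enzyme-DMSO high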
# SENP6 block: inhibitors of human SENP6 protease; Q9GZR1; Recombinant SENP6 catalytic domain, aminoluciferin luminescence; inhibition, % at 10 µM; hit rate 1.8% among 330,000;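 active = inhibition above about 50% at the single tested dose, limit read from the data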;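 note: plate controls were DMSO wells with enzyme for no effect and DMSO wells lacking enzyme for full effect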
# NLRP3 yeast inh: blocks the NALP3 inflammasome reconstituted in yeast. Yeast reconstituted NLRP3/ASC/caspase-1, beta-gal luminescence, 24 h. inhibition, % at 10 µM. hit rate 0.39% among 330,000. AID 2825;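 active = inhibition of 50% or more; inactive = inhibition below 50%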;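 note: plate controls were induced DMSO wells for no effect and uninduced yeast grown without galactose for full effect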
# HKDC1 inh: blocks human hexokinase HKDC1 activity | Q2TB90 | recombinant HKDC1, G6PDH/diaphorase resazurin coupled fluorescence | inhibition, % at 20 µM | hit rate 0.16% among 340,000 | AID 493160;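 active = inhibition above about 35% when tested at 20 µM, limit read from the data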;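 note: plate controls were DMSO wells with enzyme for no effect and DMSO wells lacking enzyme for full effect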
# Target sequence (Q2TB90 whole entry, looked up): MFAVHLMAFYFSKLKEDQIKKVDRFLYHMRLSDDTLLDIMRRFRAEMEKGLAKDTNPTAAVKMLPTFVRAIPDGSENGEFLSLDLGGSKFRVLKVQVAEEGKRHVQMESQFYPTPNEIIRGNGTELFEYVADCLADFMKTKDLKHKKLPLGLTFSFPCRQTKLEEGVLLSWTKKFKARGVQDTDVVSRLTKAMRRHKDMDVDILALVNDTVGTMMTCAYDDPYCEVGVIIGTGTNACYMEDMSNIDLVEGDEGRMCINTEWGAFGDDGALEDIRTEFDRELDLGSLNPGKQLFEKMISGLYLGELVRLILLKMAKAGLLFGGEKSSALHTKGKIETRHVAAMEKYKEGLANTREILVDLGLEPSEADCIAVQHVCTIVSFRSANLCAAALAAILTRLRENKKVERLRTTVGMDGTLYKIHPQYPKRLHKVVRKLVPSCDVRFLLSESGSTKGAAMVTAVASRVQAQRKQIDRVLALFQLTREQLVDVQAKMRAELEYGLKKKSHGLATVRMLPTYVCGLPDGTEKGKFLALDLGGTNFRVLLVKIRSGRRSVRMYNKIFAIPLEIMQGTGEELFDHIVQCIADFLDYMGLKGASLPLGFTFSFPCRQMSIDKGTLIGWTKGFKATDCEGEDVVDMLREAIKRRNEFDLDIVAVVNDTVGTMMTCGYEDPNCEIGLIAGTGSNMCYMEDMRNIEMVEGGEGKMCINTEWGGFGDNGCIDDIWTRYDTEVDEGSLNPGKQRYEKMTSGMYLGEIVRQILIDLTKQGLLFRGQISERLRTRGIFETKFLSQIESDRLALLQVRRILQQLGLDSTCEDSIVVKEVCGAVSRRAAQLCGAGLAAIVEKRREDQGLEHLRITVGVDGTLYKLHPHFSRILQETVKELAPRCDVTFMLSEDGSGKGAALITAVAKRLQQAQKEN
#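 Incubation: 90 min at room temperature in dark / Material: recombinant HKDC1 (HK5) hexokinase enzyme, produced in-house / Quantity: enzyme 5 µg/mL final / Compound: one dose of 20 µM, 1% DMSO / Reagent: glucose and ATP substrates / Buffer or medium: Tris pH 8.0 buffer with MgCl2, Tween-20, BSA, BME / Technique: resorufin fluorescence at 613 nm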
# SENP8 block-2: SENP8 (human) protease inhibition. recombinant SENP8, Nedd8 substrate fluorescence. inhibition, % at 20 µM. hit rate 0.64% among 360,000. Q96LD8. AID 602440; in the data active = inhibition mostly above about 40%, no sharp cut-off; inactive = mostly below about 27%
# Numbers without * were called inactive; . = not tested or not shown.
1	CCCCNC(=O)NC12CC3CC(CC(C3)C1)C2
2	CCOC(=O)C1=C(c2ccccc2)NC(SCC(=O)Nc2cccc(C)c2)=C(C#N)C1c1ccco1 (stereo not given)
3	CCOC(=O)c1cccc(NC(=O)CCNS(=O)(=O)c2ccc3c(c2)CCN3C(=O)CC)c1
4	c1ccc(-c2cnnc(-c3ccccn3)n2)cc1
5	O=C(COC(=O)c1n[nH]c(=O)c2ccccc12)c1ccccc1
6	Cc1cccc(C(=O)NCc2nnc(SCC(=O)Nc3nncs3)n2C)c1
7	CCCCCC(=O)Nc1ccc2oc(-c3cncc(Br)c3)nc2c1
8	COc1ccc(C(=O)NCC(=O)NCC(=O)OCC(=O)C(C)(C)C)cc1
9	Cc1ccc(Cn2cc(/C=N/Nc3ccc([N+](=O)[O-])cn3)c3ccccc32)cc1
10	COc1ccc(S(=O)(=O)N2CC(O)C[C@H]2C(=O)OCC(=O)N2CCCCCC2)cc1 (stereo not given in full)
screen / no.,1,2,3,4,5,6,7,8,9,10
SENP8 block-1,-7,3,-2,17,-12,-4,-2,-11,7,-9
SENP7 inh,-6,0,6,18,-3,-1,101*,-10,8,-1
Apaf1 inhib,5,11,7,-3,4,-1,-10,7,2,10
PfGluPho inh,-3,6,10,1,5,-43,-3,-13,-4,-5
SENP1 inh,2,1,1,2,0,1,-1,3,-23,2
SENP6 block,-5,-9,-6,17,-10,-14,-14,-9,-5,-13
NLRP3 yeast inh,48,2,1,14,15,9,-7,1,20,-9
HKDC1 inh,-8,9,-4,-2,-8,-1,-7,0,15,4
SENP8 block-2,21,4,-5,26,18,11,-284,19,24,8

11	CC(C)Cc1ccc(C(C)C(=O)Nc2ccccc2O)cc1 (stereo not given)
12	C=CCOc1c(Br)cc(C2NC(=O)NC(C)=C2C(C)=O)cc1OCC (stereo not given)
13	CCC(NC(=O)NCCCn1ccnc1)(C(F)(F)F)C(F)(F)F
14	Fc1ccccc1Cn1nnc2c(NCCc3ccccn3)ncnc21
15	O=C(c1scc2c1CCCC2)N1CCOCC1
16	Cc1ccc(C(=O)CNc2nc3c(c(=O)[nH]c(=O)n3C)n2Cc2ccccc2)cc1
17	Cc1oc(-c2cc(F)ccc2F)nc1CN1CCC(C(=O)N2CCOCC2)CC1
18	Cc1nc(-c2nnc(SCC(=O)Nc3ccc(C(F)(F)F)cc3)n2C)cs1
19	Cc1ccccc1Nc1nc(N)nc(COC(=O)[C@@H](NC(=O)c2c(F)cccc2F)C(C)C)n1
20	CC(C)CCN1CC(C(=O)NCc2ccccc2)CC1=O (stereo not given)
screen / no.,11,12,13,14,15,16,17,18,19,20
SENP8 block-1,2,0,-5,3,3,-1,-1,1,-10,5
SENP7 inh,-1,-5,-9,2,-2,-3,1,4,-6,-1
Apaf1 inhib,1,-3,5,1,-8,9,-24,4,8,-8
PfGluPho inh,3,5,-14,18,11,13,9,2,-19,-6
SENP1 inh,1,-2,2,2,4,2,-5,2,0,2
SENP6 block,15,7,-13,0,-4,-4,-4,10,-22,11
NLRP3 yeast inh,26,6,-8,15,3,2,1,11,5,-2
HKDC1 inh,5,-12,-9,-4,10,-3,4,1,1,-4
SENP8 block-2,-5,-13,17,15,33,3,-20,10,0,10

21	Cc1ccc(NC2=NC3(CCCCC3)N=C(N)N2)c(C)c1
22	CCCCCCSc1nsc(NC(=O)CCC)n1
23	O=C(COC(=O)Cn1cnc2ccccc21)Nc1cccc([N+](=O)[O-])c1
24	CCCCNC(=O)Cn1c(=O)c2c(ncn2CC)n(Cc2ccccc2)c1=O
25	Cc1ncoc1C(=O)N1CCc2c([nH]c3ccccc23)C1c1ccccc1F (stereo not given)
26	Clc1ccccc1-c1csc(Nc2cccnc2)n1
27	Cc1ccc(CNC(=O)c2cc(S(=O)(=O)N3CCCCC3)ccc2N2CCOCC2)cc1
28	CCNS(=O)(=O)c1ccc(C)c(-n2cnnn2)c1C
29	O=C(CNC(=S)N(Cc1ccccc1)Cc1ccccc1F)NCc1ccc(Cl)cc1
30	COc1ccc(O)c(CN2CCCC(N3CCN(c4ccc(F)cc4)CC3)C2)c1 (stereo not given)
screen / no.,21,22,23,24,25,26,27,28,29,30
SENP8 block-1,-6,-11,-10,-3,-9,-6,6,0,.,-3
SENP7 inh,-13,-6,-11,3,-5,-13,1,-16,.,8
Apaf1 inhib,1,5,2,0,12,4,-2,13,.,7
PfGluPho inh,0,-12,-7,-4,-14,25,3,1,28,13
SENP1 inh,-5,-1,4,4,-2,0,0,3,3,-2
SENP6 block,-7,-12,-17,17,8,-10,-27,-22,.,15
NLRP3 yeast inh,6,28,3,-6,21,5,3,6,.,28
HKDC1 inh,-9,-6,8,4,-2,-4,-4,-1,1,9
SENP8 block-2,16,-2,7,4,7,15,-11,26,13,-4

31	COc1ccc(C(F)(F)F)cc1N/C=C\c1nnnn1-c1ccc(C)cc1
32	O=S(=O)(c1ccc(Br)cc1)N1CCCN(Cc2ccccc2F)CC1
33	CCOc1ccc(CC(=O)N/N=C/c2sccc2C)cc1
34	O=C1SCCN1N=Cc1ccc([N+](=O)[O-])o1
35	CCCCC(CC)COP(=O)(OCC(CC)CCCC)OCC(CC)CCCC (stereo not given)
36	CC1=CC(C)(C)n2c(O)c(N=N)c3c(C)ccc1c32
37	c1ccc(-c2ccccc2OCCOCCN2CCCCC2)cc1
38	Cc1[nH]c2ccccc2c1SCc1nnc(SCc2ccc(Cl)cc2)n1C
39	NC(=O)c1sc2cc(C(F)(F)F)cnc2c1-c1ccccc1
40	Cc1ccccc1-c1noc(-c2cccs2)n1
screen / no.,31,32,33,34,35,36,37,38,39,40
SENP8 block-1,4,0,1,.,3,2,-3,-13,3,78*
SENP7 inh,0,6,-6,.,5,6,2,-10,-7,85*
Apaf1 inhib,15,13,16,.,5,0,-5,23,-3,14
PfGluPho inh,23,2,2,11,22,36,1,-13,4,-13
SENP1 inh,-4,2,1,1,0,2,2,3,1,1
SENP6 block,-4,-18,8,.,-2,-3,-10,-13,6,86*
NLRP3 yeast inh,8,16,11,.,13,14,29,7,-2,-1
HKDC1 inh,1,-2,2,-3,-4,8,-9,4,-8,10
SENP8 block-2,-200,14,1,55*,-4,38,19,9,9,27

41	O=C(Cn1nc(Cc2cccnc2)c2ccccc2c1=O)N1CCN(C(=O)c2ccco2)CC1
42	COC(=O)c1cc2ccsc2n1Cc1ccccc1F
43	COc1ccc(-c2nc(Cn3c(SCc4ccccc4F)nc4ccncc43)c(C)o2)cc1
44	Cc1ccc(/C=C2/NC(=O)[C@H](C)NC2=O)cc1
45	COc1ccc(CC(=O)c2c(O)cc(O)cc2O)cc1OC
46	O=C(CCCn1nnnc1CN1CCOCC1)N1CCC(c2ccccc2F)C1 (stereo not given)
47	C=CC(=O)NC1CC2CCC1(C)C2(C)C (stereo not given)
48	O=C1COc2ccc(N3C(=O)C=CC3=O)cc2N1
49	CCS(=O)(=O)c1ccccc1C(=O)NC1CCCc2ccccc21 (stereo not given)
50	Cc1ccc(C)c(OCCC(=O)NCCc2ccc(Cl)cc2)c1
screen / no.,41,42,43,44,45,46,47,48,49,50
SENP8 block-1,-11,-11,3,1,-8,-13,-7,-3,-3,1
SENP7 inh,9,-6,-2,4,2,-6,2,6,-2,9
Apaf1 inhib,-9,6,25,8,-7,-1,-8,-21,1,11
PfGluPho inh,8,-9,-11,2,-54,16,-14,.,-23,-3
SENP1 inh,-2,-1,-1,0,1,0,-1,.,2,2
SENP6 block,-10,-22,-14,-47,-3,-3,-6,-25,2,-11
NLRP3 yeast inh,-6,-29,26,14,2,-1,6,12,13,24
HKDC1 inh,-6,7,0,2,3,3,-6,.,-9,-4
SENP8 block-2,6,10,-16,-49,14,7,22,.,3,7

# Part of the list above in a different format:
no. | SMILES | SENP8 block-1 | SENP7 inh | Apaf1 inhib | PfGluPho inh | SENP1 inh | SENP6 block | NLRP3 yeast inh | HKDC1 inh | SENP8 block-2
48 | O=C1COc2ccc(N3C(=O)C=CC3=O)cc2N1 | -3 | 6 | -21 | . | . | -25 | 12 | . | .
49 | CCS(=O)(=O)c1ccccc1C(=O)NC1CCCc2ccccc21 (stereo not given) | -3 | -2 | 1 | -23 | 2 | 2 | 13 | -9 | 3

# Next part.
51	CCCn1c(=O)n(C)c(=O)c2c(SCC(=O)NC34CC5CC(CC(C5)C3)C4)nc(CC(C)C)nc21
52	Cc1cc(O)c(C(C)C)cc1NC1=NS(=O)(=O)c2ccccc21
53	CC(C)n1nc(C(=O)Nc2ccc3c(c2)OCO3)c2ccccc2c1=O
54	CSCCNCc1cn(-c2ccc(F)cc2F)nc1-c1ccccc1C
55	CN(C)C/C(Cl)=C(\Cl)c1ccccc1
56	COC(=O)Nc1ccc(S(=O)(=O)N2CCCC(C(=O)NC3CCS(=O)(=O)C3)C2)cc1 (stereo not given)
57	Cc1[nH]nc(-c2ccc(O)cc2O)c1-c1ccc(Cl)cc1
58	CSc1nc2ccc(NC(=O)C3=NN(c4ccccc4)C(=O)CC3)cc2s1
59	C/C(=N/NC(=O)c1nnn(-c2nonc2N)c1COc1ccccc1)c1ccccc1
60	COc1ccc(CCNC(=O)CSc2nnc3ccc(-c4cccnc4)nn23)cc1
61	O=C(O)c1ccc[nH]c1=S
screen / no.,51,52,53,54,55,56,57,58,59,60,61
SENP8 block-1,0,4,-1,3,-5,-10,1,9,9,-12,4
SENP7 inh,-7,2,4,8,5,0,2,-1,1,-5,-2
Apaf1 inhib,22,-1,3,10,6,-6,24,-6,4,8,-21
PfGluPho inh,18,22,17,12,-20,-6,-23,11,26,2,-17
SENP1 inh,0,2,-4,-4,0,-2,-1,-7,-5,2,1
SENP6 block,5,9,10,4,1,-16,2,12,17,-3,-1
NLRP3 yeast inh,2,20,6,21,21,12,1,14,9,3,-2
HKDC1 inh,-12,2,4,-6,-13,-14,-5,1,-5,3,-1
SENP8 block-2,13,12,28,-6,27,18,13,-40,-29,-6,16

# Entries shown so far containing a thiophene ring, fused or not, in the order listed:
15	O=C(c1scc2c1CCCC2)N1CCOCC1
33	CCOc1ccc(CC(=O)N/N=C/c2sccc2C)cc1
39	NC(=O)c1sc2cc(C(F)(F)F)cnc2c1-c1ccccc1
40	Cc1ccccc1-c1noc(-c2cccs2)n1
42	COC(=O)c1cc2ccsc2n1Cc1ccccc1F
screen / no.,15,33,39,40,42
SENP8 block-1,3,1,3,78*,-11
SENP7 inh,-2,-6,-7,85*,-6
Apaf1 inhib,-8,16,-3,14,6
PfGluPho inh,11,2,4,-13,-9
SENP1 inh,4,1,1,1,-1
SENP6 block,-4,8,6,86*,-22
NLRP3 yeast inh,3,11,-2,-1,-29
HKDC1 inh,10,2,-8,10,7
SENP8 block-2,33,1,9,27,10

# Screens deposited in PubChem by Sanford-Burnham Center for Chemical Genomics.

# The order is random; about 4.1% have a hit in one of these screens.
